# ATXN2 expr inh: Primary qHTS for Inhibitors of ATXN expression; AID 1745845, 2022; Potency, µM (highest dose often 57 µM), for the others: top-dose activity change, negative = inhibition, actives largely listed as inhibitors; HEK-293 ATXN2-luciferase reporter, luminescence, 24 h; 0.72% of 360,000 active; further: potency means the concentration at half of the fitted maximal effect; on the % scale 0 is the no-effect control and ±100 the full control effect; nearly all actives have a fitted effect of over 55% in size
#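 ATXN2-luciferase reporter cells (luciferase flanked by upstream and downstream ATXN2 gene portions) were treated 24 h at 37 °C with compounds at up to 57 uM. SteadyGlo luminescence gave expression; GF-AFC fluorescence gave viability.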
# IL1B secr inh: qHTS for Inhibitors of Inflammasome Signaling: IL-1-beta AlphaLISA Primary Screen; activity change, % at 57.5 µM; AID 743279, 2014; THP-1 LPS/ATP IL-1B secretion, AlphaLISA, 16 h; active compounds read low; 4.7% of 360,000 active; in the data active means activity change below about -50%; inconclusive means mostly about -30% to -49%; further: on the % scale 0 is the no-effect control and ±100 the full control effect
#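 THP-1 cells pretreated 1 hr with compounds (up to 57.5 uM final), then stimulated with LPS (250 ng/mL final) plus ATP (1.25 mM final); secreted IL-1B measured by AlphaLISA after 16 hr, decreased signal indicating inhibition.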
# SW480 rereplic: A quantitative high throughput screen for small molecules that induce DNA re-replication in SW480 colon adenocarcinoma cells; Potency, µM (doses to about 46.1 µM), without a hit: at the top dose re-replication activation, usual class: activators; SW480 DNA re-replication, Hoechst DNA content imaging, 48 h; 1.8% of 340,000 active; AID 624297, 2012; further: potency means the concentration at half of the fitted maximal effect; % of control where 0% means no effect; nearly all actives have a fitted effect of over 55% in size
#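 First, 250 cells per well were seeded. Next, compound or vehicle (23 nL) was pinned in, plates sat 48 hr at 37 C. Finally Hoechst was added for 40 min before fluorescence scanning.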
# HT1080 IDH1KD tx: qHTS for induction of synthetic lethality in tumor cells producing 2HG: qHTS for the HT-1080-IDH1KD cell line | HT-1080 IDH1 knockdown viability, ATP luminescence, 48 h | Potency, µM (top dose mostly 46.1 µM), without a hit: at the top dose activity, negative = toxicity, most hits filed as cytotoxic | 2% of 360,000 active | AID 686971, 2013;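 further: potency means the concentration at half of the fitted maximal effect; 0% = DMSO wells and -100% = cell-free medium wells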
#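 Cytotoxicity counter-line: IDH1KD HT-1080, 48 h, CellTiter-Glo. Curves classed by r2, magnitude and activity.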
# KB-3-1 cytotox: qHTS assay for MDR1-selective chemotherapeutics: Primary screen using the parental adenocarcinoma cell KB-3-1. Potency, µM (doses to about 46.1 µM), inactives show top-dose activity change, negative = cytotoxic, hits mostly cytotoxic. 1.4% of 400,000 active. AID 1347075, 2019. KB-3-1 viability, CellTiter-Glo ATP luminescence, 72 h; further: potency means the concentration at half of the fitted maximal effect; on the % scale 0 is the no-effect control and ±100 the full control effect; nearly all actives have a fitted effect of over 60% in size
#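 Parental KB-3-1 viability, qHTS format: 72 h compound exposure, 37 °C; CellTiter-Glo; media-only wells and DMSO plates as controls; concentration-effect fits on corrected data.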
# WRN helicase inh: qHTS for Inhibitors of WRN Helicase; WRN helicase unwinding, fluorescent forked duplex, kinetic; Potency, µM (series often up to 114 µM), without a hit: at the highest dose activity change, negative = inhibition, most hits filed as inhibitors; 0.46% of 360,000 active; AID 651768, 2012; further: potency means the concentration at half of the fitted maximal effect; on the % scale 0 is the no-effect control and ±100 the full control effect; nearly all actives have a fitted effect of over 55% in size
# Target sequence (Q14191 whole entry, looked up): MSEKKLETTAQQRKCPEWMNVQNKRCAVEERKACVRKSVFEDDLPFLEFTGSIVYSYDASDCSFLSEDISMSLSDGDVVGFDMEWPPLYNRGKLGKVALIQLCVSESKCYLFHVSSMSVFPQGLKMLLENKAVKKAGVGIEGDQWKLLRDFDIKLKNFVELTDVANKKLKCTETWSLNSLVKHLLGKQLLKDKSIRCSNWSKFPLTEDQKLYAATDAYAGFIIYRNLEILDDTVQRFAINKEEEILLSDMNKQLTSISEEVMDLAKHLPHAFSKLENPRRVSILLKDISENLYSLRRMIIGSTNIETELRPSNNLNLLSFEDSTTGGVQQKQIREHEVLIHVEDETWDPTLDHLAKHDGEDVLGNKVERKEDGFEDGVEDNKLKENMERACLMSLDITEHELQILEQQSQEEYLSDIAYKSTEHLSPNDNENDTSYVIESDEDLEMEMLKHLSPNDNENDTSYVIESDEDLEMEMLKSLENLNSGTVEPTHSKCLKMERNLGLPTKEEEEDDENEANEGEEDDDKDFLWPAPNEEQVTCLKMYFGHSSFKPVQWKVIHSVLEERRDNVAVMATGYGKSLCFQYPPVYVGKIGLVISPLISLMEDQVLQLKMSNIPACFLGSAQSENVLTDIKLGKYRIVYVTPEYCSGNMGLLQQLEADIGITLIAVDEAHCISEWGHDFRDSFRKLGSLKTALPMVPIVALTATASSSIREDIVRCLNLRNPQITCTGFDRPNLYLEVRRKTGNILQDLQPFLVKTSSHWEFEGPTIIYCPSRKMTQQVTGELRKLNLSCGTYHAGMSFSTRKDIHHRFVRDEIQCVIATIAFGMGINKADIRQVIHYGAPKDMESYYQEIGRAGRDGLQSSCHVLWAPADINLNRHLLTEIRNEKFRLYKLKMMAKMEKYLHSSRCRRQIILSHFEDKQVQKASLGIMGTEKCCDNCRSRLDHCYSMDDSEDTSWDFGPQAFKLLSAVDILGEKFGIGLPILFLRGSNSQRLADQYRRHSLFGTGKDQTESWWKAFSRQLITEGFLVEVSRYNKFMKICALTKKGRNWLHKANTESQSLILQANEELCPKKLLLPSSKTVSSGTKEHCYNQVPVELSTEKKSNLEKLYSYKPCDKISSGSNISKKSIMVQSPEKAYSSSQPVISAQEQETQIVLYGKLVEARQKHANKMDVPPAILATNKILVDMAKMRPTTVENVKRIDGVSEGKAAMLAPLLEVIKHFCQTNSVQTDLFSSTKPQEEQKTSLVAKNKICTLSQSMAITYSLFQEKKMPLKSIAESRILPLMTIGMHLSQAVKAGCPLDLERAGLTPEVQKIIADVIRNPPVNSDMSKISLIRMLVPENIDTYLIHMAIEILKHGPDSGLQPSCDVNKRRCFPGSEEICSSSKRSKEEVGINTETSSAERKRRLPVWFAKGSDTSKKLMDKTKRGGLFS
#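 Fluorescence dequenching readout, ex 525 nm/em 598 nm, kinetic mode: forked duplex DNA (100 nM final) with adjacent fluorophore and quencher unwound by WRN (20 nM final) with 2 mM ATP. Compound preincubation 15 min, room temperature.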
# HT1080NT lethal: qHTS for induction of synthetic lethality in tumor cells producing 2HG: qHTS for the HT-1080-NT fibrosarcoma cell line; 1.6% of 360,000 active; HT-1080-NT fibrosarcoma viability, CellTiter-Glo ATP luminescence, 48 h; Potency, µM (highest dose often 46.1 µM), for inactives: top-dose activity, negative = less viability, actives largely listed as cytotoxic;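 further: NT is the 2HG producing partner of a matched IDH1 knockdown line; potency means the concentration at half of the fitted maximal effect; 0% = DMSO-treated cells and -100% = media-only wells without cells; nearly all actives have a fitted effect of over 55% in size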
#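 Viability of the 2HG-overproducing fibrosarcoma line after 48 hours of compound exposure at 37 degrees C was determined by luminescence with CellTiter-Glo, and concentration-effect curves were then fitted and categorized.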
# MCF10A rerep: A quantitative high throughput screen for small molecules that induce DNA re-replication in MCF 10a normal breast cells; AID 624296, 2012; MCF 10A DNA re-replication, Hoechst nuclear intensity, 48 h; Potency, µM (highest dose often 46.1 µM), inactives show at the highest dose activity, positive = re-replication, hits mostly activators; 2.9% of 350,000 active; further: potency means the concentration at half of the fitted maximal effect; % of control where 0% means no effect; nearly all actives have a fitted effect of over 50% in size
# KB-V1 cytotox: qHTS assay for MDR1-selective chemotherapeutics: Primary screen using the drug-selected MDR subline cells KB-V1; KB-V1 MDR cells viability, CellTiter-Glo, 72 h; Potency, µM (series often up to 46.1 µM), for inactives: at the highest dose activity change, negative = cytotoxicity, actives largely listed as cytotoxic; 3.4% of 400,000 active; further: potency means the concentration at half of the fitted maximal effect; on the % scale 0 is the no-effect control and ±100 the full control effect; nearly all actives have a fitted effect of over 60% in size
#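 KB-V1 MDR subline cells in DMEM (phenol-red free, 10% FBS) exposed to compounds in qHTS concentration series for 72 h at 37 degrees C. Viability read by CellTiter-Glo luminescence; concentration-effect curves fitted after normalization and correction.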
# Numbers without * were called inactive; i = inactive; u = inconclusive; x = no result given; & = joins results of further samples; ! = a repeat was not active; [ ] = remark or other dose. Unless noted, the call rests on the fitted dose curve; in most records, active means well fitted curve in the direction sought with a large enough effect; inconclusive means small, poorly fitted or top-dose-only effect, or another doubt; inactive means no such curve, though single readings can be large; an effect the other way counts as inactive or inconclusive.
molecule,ATXN2 expr inh,IL1B secr inh,SW480 rereplic,HT1080 IDH1KD tx,KB-3-1 cytotox,WRN helicase inh,HT1080NT lethal,MCF10A rerep,KB-V1 cytotox
Cc1cn([C@H]2C[C@H](O)[C@@H](/C=C/C(=O)NCCC(C)C)O2)c(=O)[nH]c1=O,5%,0,x,18%,0%,8%,14%,x,u
COc1cc(C(=O)NC(=S)Nc2ccc([N+](=O)[O-])cc2)cc(OC)c1OC,-5%,13,1%,-9%,19%,-4%,-5%,u,-2%
Brc1cc2c(cc1C1OCCO1)OCO2,6%,0,-1%,3%,x,-12%,-7%,-10%,x
COc1cc(OC)cc(C(=O)OCC(=O)NC(C)CCc2ccccc2)c1 (stereo not given),-4%,-3,-6%,2%,2%,-5%,-3%,-8%,-7%
COc1ccc(-c2oc3c(c2C#CC(C)(C)O)C(OC)CCC3)cc1 (stereo not given),-3%,-59*,x,-4%,5%,-2%,u,x,-13%
O=C(Nc1cccc(Cl)c1)Nc1nnc(CSCCOc2ccc(Cl)cc2)s1,u,-27,u,18µM*,u,9%,16µM*,5.2µM*,-16%
CCN1C(=O)C(CC(=O)Nc2ccc(F)cc2)N(Cc2ccco2)C1=S (stereo not given),-22%,-4,-2%,-21%,-7%,6%,-24%,0%,u
O=C(CNC(=O)c1ccc(Cl)cc1)c1ccc(Br)cc1,31%,u,-8%,2%,-1%,0%,2%,0%,11%
CCC1(COC(NC(=O)c2cccnc2)(C(F)(F)F)C(F)(F)F)COC1,13%,27,-1%,0%,-1%,7%,5%,19%,14%
Cc1c(C(=O)NCc2ccco2)cccc1[N+](=O)[O-],5%,-2,0%,15%,17%,-20%,11%,u,5%
O=C(COC(=O)c1cccc(OC(F)F)c1)Nc1cc(S(=O)(=O)N2CCCC2)ccc1Cl,x,12,x,0%,0%,-2%,-2%,x,3%
Cc1ccc(NC(=O)c2ncn(CC(=O)N[C@H](CO)Cc3c[nH]c4ccccc34)n2)cc1C,12%,-10,u,-3%,0%,1%,0%,27%,-1%
Cc1ccc(CNC(=O)COC(=O)c2cnccn2)cc1,2%,3,-7%,3%,10%,u,12%,-2%,-11%
O=C(CCNS(=O)(=O)c1ccc(Cl)cc1)NCc1cccs1,-5%,-14,-8%,3%,7%,-5%,0%,1%,5%
COc1ccccc1C(=O)C1CCCN(Cc2ccc3c(c2)OCCO3)C1 (stereo not given),-24%,-13,-20%,-16%,7%,-4%,-18%,u,-21%
COc1ccc(CNc2nnnn2C)cc1,14%,13,-3%,1%,6%,22%,-1%,0%,u
CC(=O)c1ccc(OCCCC(=O)Nc2ccc3c(c2)OCCO3)cc1,x,11,-7%,0%,-15%,-3%,1%,8%,0%
C=CCNC(=O)c1sc(SC)cc1-c1ccc(Cl)cc1,-8%,-18,-2%,-1%,-7%,-3%,-9%,2%,-5%
O=C(O)CCC(=O)Nc1ccc(Cc2ccc(NC(=O)CCC(=O)O)cc2)cc1,33%[activator],7,-1%,1%,1%,-2%,3%,0%,27%
Nc1ccc(Cl)cc1/C(=N/O)c1ccccc1,13%,-11,7%,-2%,1%,-4%,-17%,6%,11%
O=C(COC(=O)c1ccc(CO)cc1)Nc1ccc2ccccc2c1,9%,14,-24%,-1%,-15%,6%,-1%,10%,-1%
CN(C(=O)COC(=O)c1ccc(Cl)c(S(=O)(=O)N2CCCCCC2)c1)C1CCS(=O)(=O)C1 (stereo not given),-30%,32,-19%,-8%,-33%,-1%,-11%,1%,-25%
Oc1ccc(C[C@H]2CN([C@@H](Cc3cccc(O)c3)CN3CCC[C@@H]3CN3C(=S)NC[C@@H]3Cc3ccccc3)C(=S)N2CC2CCCCC2)cc1,16µM*,-12,x,23µM*,u,-2%,18µM*,x,2%
CC(OC(=O)C1CCN(S(=O)(=O)c2ccc(Cl)cc2)CC1)C(=O)N1CCc2ccccc21 (stereo not given),-11%,-10,-4%,-6%,2%,-10%,-2%,-8%,-14%
Clc1cccc(CNc2ccn3nc(-c4cccc(Cl)c4)cc3n2)c1,15%,-51*,x,u,0%,-10%,u,x,6%
CCn1c(SCC(=O)N2CCCC(C)C2)nc2c1c(=O)n(C)c(=O)n2C (stereo not given),2%,50,u,2%,8%,-2%,7%,-1%,0%
COc1ccc(C(=O)N=c2sc3ccccc3n2C)cc1,47%[activator],16,-11%,-17%,-5%,3%,-22%,8%,u
COc1cc(N=c2ssnc2Cl)c(OC)cc1Cl,u,-88*,u,-1%&-30%,-8%&-17%,56µM*!,u,21µM*!,-12%&-25%
CCC(Sc1nc(=O)cc(N)n1-c1ccccc1)C(=O)Nc1cc(C)on1 (stereo not given),5%,11,17%,5%,3%,-5%,0%,-4%,-2%
COc1cccc(OC)c1C(=O)OCC(=O)N(c1ccccc1)C1CCCCC1,-16%,-4,-8%,-15%,-6%,2%,-6%,u,21%
Clc1cccc(-c2nc(NCC3CCCO3)c3ccccc3n2)c1 (stereo not given),-22%,-77*,0%,-27%,-10%,-3%,u,u,u
O=C(NC1CCCCCC1)c1ccc2nc3cc(Cl)ccc3c(=O)n2c1,-25%,-1,-1%,11%,3%,-8%,1%,8%,u
CC1Sc2ccc(C(=O)Nc3cc(S(C)(=O)=O)ccc3Cl)cc2NC1=O (stereo not given),-15%,-4,-7%,12%,u,14%,10%,0%,-12%
O=C(Nc1ccccc1)c1ccc2nc(-c3ccco3)c(-c3ccco3)nc2c1,4%,u,18µM*,u,1%&-12%,40µM*,u,12µM*,u
N#C/C(=C\c1ccc(OC(=O)c2ccc(Cl)s2)cc1)c1nc2ccccc2[nH]1,29%,-3,13%,5%,-3%,-10%,5%,1%,0%
COc1ccc(/C(O)=C2/C(=O)C(=O)N(CC3CCCO3)C2c2ccc(O)c(OC)c2)cc1 (stereo not given),-9%,2,-5%,7%,16%,10%,25%,-7%,14%
Cc1cc(F)ccc1S(=O)(=O)N1CCCOC1CNC(=O)C(=O)NCCCN1CCOCC1 (stereo not given),-1%,i,-8%,-1%,9%,-5%,9%,3%,-6%
CCCCn1c(SCC(=O)Nc2ccc(NC(C)=O)cc2)nc2ccccc2c1=O,-13%,35,-15%[1.84 µM],-4%,u,-6%[57.1 µM],-15%,2%,0%
O=c1cc(-c2ccccc2)[nH]c2[nH]n(-c3ccccc3)c(=O)c12,1%,-12,-6%,12%,9%,-21%,14%,4%,4%
COc1ccc(S(=O)(=O)N2CCCCC2)cc1NC(=S)Nc1cccc(Cl)c1C,-19%,-11,2%,-7%,-17%,1%,-8%,29%,-20%
CN(C)C=NC(=O)c1[nH]c2ccc(Cl)cc2c1-c1ccccc1,u,69,u,u,-5%,-8%,u,u,16%
Cc1ccc(-c2noc(CCC(=O)Nc3ccccc3C)n2)cc1,-28%,10,-1%,-27%,-6%,-1%,u,36%,16µM*
COc1cc2[nH]c(=S)nc(Nc3ccc(NC(C)=O)cc3)c2cc1OC,10%,-1,0%,5%,22%,-20%,9%,u,-4%
CCCCCCCC(=O)Nc1cc(C(=O)NCc2ccc(C)cc2)ccc1N1CCC2(CC1)CC(c1ccccc1)=NO2,1%,23,-26%[9.22 µM],12%,1%,2%,14%,1%,-9%
CC1CCCC(NC(=O)c2cc(-c3ccncc3)nc3ccccc23)C1C (stereo not given),-16%,40,u,-6%,-9%,2%,-6%,182%,u
CCOC(=O)c1ccc(NC(=O)CCc2nnc3ccc(N4CCCC4)nn23)cc1,-2%,2,27%,0%,-5%,2%,-5%,8%,7%
COc1cccc(Oc2nccc(N(C)C)c2C#N)c1,34%,-19,-4%,17%,-2%,-2%,19%,0%,-5%
COc1ccc(NC(=O)c2cc(CC(C)C)on2)cc1OC,6%,u,-21%,-17%,9%,4%,-11%,5%,0%
CCc1nc2ccccc2c(=O)n1NC(=O)c1c(O)c2cccc3c2n(c1=O)CCC3,-11%,11,-9%,6%,u,0%,8%,3%,u
CCOCCCNC(=O)c1c[nH]c2ccc(C)cc2c1=O,4%,-10,-4%,15%,-11%,-2%,10%,-5%,-2%
O=C(Nc1ccc2c(c1)OCCO2)c1cncc(Br)c1,-3%,-5,0%,1%,15%,-4%,18%,4%,0%
C/C(=N\NC(=O)c1nn(C)cc1Br)c1ccc(NC(=O)c2ccncc2)cc1,-18%,8,-5%,7%,30%,2%,u,8%,11%
Cc1ccc2c(c1C)NC(C)CC2C (stereo not given),5%,16,4%,10%,4%,0%,15%,2%,13%
COc1ccc(/C=C(/NC(=O)c2ccco2)C(=O)Nc2cccc(C(=O)O)c2)cc1,3%,15,2%,11%,3%,-3%[57.1 µM],18%,u,10%

# Compounds from the list above containing a cyano group, in the order listed:
molecule,ATXN2 expr inh,IL1B secr inh,SW480 rereplic,HT1080 IDH1KD tx,KB-3-1 cytotox,WRN helicase inh,HT1080NT lethal,MCF10A rerep,KB-V1 cytotox
N#C/C(=C\c1ccc(OC(=O)c2ccc(Cl)s2)cc1)c1nc2ccccc2[nH]1,29%,-3,13%,5%,-3%,-10%,5%,1%,0%
COc1cccc(Oc2nccc(N(C)C)c2C#N)c1,34%,-19,-4%,17%,-2%,-2%,19%,0%,-5%
